# Hsp90 block – tumor Hsp90 inhibitors, primary screen, cell lysate, fluorescence polarization, NCI-N417 lysate | Heat shock protein HSP 90-alpha (Homo sapiens), P07900 | Cy3B-geldanamycin FP displacement | inhibition, % at 30 µM | 64,000 compounds, 0.35% hits | AID 429, 2006;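 active = inhibition above 50%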;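 also: 0% = tracer plus lysate wells and 100% = tracer alone without lysate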
# CatL inh – inhibitors of human cathepsin L, biochemical; Procathepsin L (Homo sapiens), P07711; purified cathepsin L, fluorogenic substrate, fluorescence; inhibition, %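 (tested at 10 µM)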; 58,000 compounds, 0.17% hits; AID 460, 2006; in the data active = inhibition above about 45%;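 also: 0% = enzyme with no compound and 100% = no enzyme blank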
# FXIa mix inh – FXIa protease inhibitors in compound pools, primary screen, biochemical, 10-compound mixtures; Coagulation factor XI (Homo sapiens), P03951; purified FXIa, fluorogenic substrate, pooled mixtures; inhibition, % at 5 µM; 62,000 compounds, 0.19% hits;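 also: each value is inhibition by a whole ten-compound pool holding the compound; 0% = enzyme with no mixture and 100% = wells lacking enzyme; strong numbers were not always called active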
# FXIIa inh mix – human factor XIIa inhibitors, primary screen, biochemical, pooled compound mixtures, fluorogenic substrate. inhibition, % at 5 µM. Coagulation factor XII (Homo sapiens), P00748. 62,000 compounds, 0.2% hits. AID 684, 2007. purified FXIIa;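 also: 0% = enzyme without compound and 100% = no enzyme blank; some results filed as inactive read as strong as hits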
# Target sequence (P00748 20-372 limits assumed): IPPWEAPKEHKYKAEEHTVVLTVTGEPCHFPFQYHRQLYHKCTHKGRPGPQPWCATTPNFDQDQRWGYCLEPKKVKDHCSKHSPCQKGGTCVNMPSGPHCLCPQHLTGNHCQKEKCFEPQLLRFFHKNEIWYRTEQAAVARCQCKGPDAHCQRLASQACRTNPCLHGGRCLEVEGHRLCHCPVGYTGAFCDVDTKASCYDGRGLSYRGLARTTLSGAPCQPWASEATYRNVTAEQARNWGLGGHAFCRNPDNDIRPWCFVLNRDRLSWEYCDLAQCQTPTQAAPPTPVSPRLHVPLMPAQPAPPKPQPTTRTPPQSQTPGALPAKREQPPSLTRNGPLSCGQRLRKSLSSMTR
# Target sequence (P00748 373-615 limits assumed): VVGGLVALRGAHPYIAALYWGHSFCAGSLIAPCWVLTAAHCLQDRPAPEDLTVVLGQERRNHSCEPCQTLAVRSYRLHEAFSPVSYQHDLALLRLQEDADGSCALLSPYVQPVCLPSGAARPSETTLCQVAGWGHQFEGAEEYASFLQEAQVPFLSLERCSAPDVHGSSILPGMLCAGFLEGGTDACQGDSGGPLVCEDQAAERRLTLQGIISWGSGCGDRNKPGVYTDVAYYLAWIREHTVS
# Cdc25B inh – inhibitors of Cdc25B phosphatase catalytic domain, primary screen, biochemical, OMFP fluorescence; M-phase inducer phosphatase 2 (Homo sapiens), P30305; recombinant Cdc25B, OMFP fluorescence Ex485/Em525; inhibition, %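 (compounds tested at 10 µM final in the well)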; 65,000 compounds, 0.1% hits; in the data active = inhibition above about 50%
# MKP-1 inh – MKP-1 phosphatase inhibitors, primary screen, biochemical, in vitro | Dual specificity protein phosphatase 1 (Homo sapiens), P28562 | recombinant MKP-1, OMFP hydrolysis fluorescence | inhibition, %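 (compounds tested at a single concentration somewhere between 10 and 100 µM)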 | 65,000 compounds, 0.15% hits;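 active = inhibition above about 50%, limit read from the data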;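 also: 0% = DMSO max control wells and 100% = wells with enzyme stopped by NaOH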
# 5HT1a ag – human 5-HT1a receptor agonists, primary screen, cell-based, CHO, Ga15 NFAT-bla reporter; 5-hydroxytryptamine receptor 1A (Homo sapiens), P08908; CHO 5-HT1a Ga15 NFAT-bla reporter, FRET ratio; 0% basal, 100% maximal reference agonist; activation, % at 10 µM; 65,000 compounds, 0.56% hits;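 active = activation above the screen-wide mean activation plus 3 SD, cut at about 19% in these data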;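 also: 0% = DMSO wells and 100% = 5-CT at EC100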
# Target sequence (P08908 whole entry, looked up): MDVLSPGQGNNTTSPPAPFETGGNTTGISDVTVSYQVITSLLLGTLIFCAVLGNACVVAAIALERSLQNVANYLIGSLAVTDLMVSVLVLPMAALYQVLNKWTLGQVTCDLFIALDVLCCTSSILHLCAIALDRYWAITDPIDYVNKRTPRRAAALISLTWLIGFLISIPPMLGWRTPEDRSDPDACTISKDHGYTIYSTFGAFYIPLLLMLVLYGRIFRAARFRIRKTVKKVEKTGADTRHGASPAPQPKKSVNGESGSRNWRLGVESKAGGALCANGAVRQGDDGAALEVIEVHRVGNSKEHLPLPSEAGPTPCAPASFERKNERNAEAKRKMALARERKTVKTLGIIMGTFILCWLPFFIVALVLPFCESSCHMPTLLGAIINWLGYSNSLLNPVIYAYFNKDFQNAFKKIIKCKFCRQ
# Cathepsin G inh – human cathepsin G inhibitors, primary screen, biochemical, pooled compound mixtures, AMC fluorescence | inhibition, % at 5 µM (by protocol) | 62,000 compounds, 0.2% hits | purified enzyme, AMC-tetrapeptide fluorescence;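 active = inhibition above 20% in each of the two mixture wells holding the compound; inactive = inhibition of 20% or less in either well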;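 also: 0% = enzyme control without mixture and 100% = blank lacking enzyme; strong numbers were not always called active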
# C1s block – complement C1s protease inhibitors, primary screen, biochemical, 10-compound mixtures | Complement C1s subcomponent (Homo sapiens), P09871 | purified C1s, fluorogenic AMC substrate, pooled mixtures | mean inhibition % of two 10-compound mixtures (stronger effect = higher value), % at 5 µM (by protocol) | 62,000 compounds, 0.16% hits | AID 538, 2006;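 active = inhibition above 20% in each of the two 10-compound mixture wells holding the compound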;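 also: 0% = enzyme wells lacking compound mixture and 100% = no-enzyme blank wells; some compounds called inactive have numbers as strong as hits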
# Numbers without * were called inactive; . = not tested or not shown. Rule as the data show it, unless noted: active = inhibition above about 20% (passing the limit was not always enough); inactive = the rest.
SMILES,Hsp90 block,CatL inh,FXIa mix inh,FXIIa inh mix,Cdc25B inh,MKP-1 inh,5HT1a ag,Cathepsin G inh,C1s block
CC1(N2CCOCC2)CC2(O)C(=[N+]1[O-])CCc1nonc12 (configuration not stated),-7,11,-1,-3,-13,-11,0.6,12,11
Cn1c(=O)c2c([nH]c(=O)n2C)n(C)c1=O,-4,-2,3,-1,-18,0,-0.4,2,-1
Cc1cc(S(=O)(=O)N2CCN(c3c(C)cccc3C)CC2)ccc1F,-3,.,.,.,-5,-10,-1.3,.,.
Cc1nn(C/C(C#N)=N\O)c(C)[n+]1N,-3,5,3,2,6,-17,0.0,12,17
Cc1cc(=O)oc(C)c1C(=O)NCc1c(F)cc(F)cc1F,-2,-3,0,4,-3,0,-0.4,-9,-26
Cn1c(=O)oc2cc(S(=O)(=O)NCC3CCCO3)ccc21 (configuration not stated),-5,.,.,.,-7,15,-1.4,.,.
O=C(CSc1nnc(Cc2ccccc2)n1Cc1ccco1)NC12CC3CC(CC(C3)C1)C2,-2,37,4,13,-15,14,4.5,12,15
CCOc1ccccc1C1C(C(=O)OC)=CN(C)C=C1C(=O)OC,-1,-391,-4,8,-1,8,20*,-11,-78
CCOc1ccc(-c2nnn(CC(=O)c3ccc4c(c3)OCCO4)n2)cc1OCC,0,.,-29,-2,11,13,-1.3,-13,-203
CC(=NC(C)C)C1=C(O)CCC1=O,0,-7,-1,5,-26,-2,-4.5,5,-40
CC(=O)Oc1cc2oc(=O)c3c(c2cc1Cl)CCC3,-2,.,.,.,-16,2,2.0,.,.
Cc1ccnc(N2CCC(C(=O)Nc3ccc(Oc4ccccc4)cc3)CC2)n1,-1,0,6,2,-12,10,-1.9,10,10
CCOC(=O)c1oc2ccccc2c1NC(=O)COc1cccc(OC)c1,-4,-5,2,3,-11,0,2.0,42,14
CCn1c(=N)n(CC(O)c2ccco2)c2ccccc21 (configuration not stated),-2,2,0,10,-4,-2,-4.3,12,-9
COc1cccc(-c2nc(CS(=O)CC(=O)NCc3ccccc3)c(C)o2)c1 (configuration not stated),0,.,5,-14,-10,8,-3.7,1,14
CCOC(=O)c1cnc(-n2nc(C)cc2C)nc1NCc1ccccc1,7,-10,5,7,4,-1,2.8,-6,-2
O=C(Nc1ccc(Cl)cn1)c1cc2ccccc2o1,4,9,5,2,0,10,-0.5,9,17
O=C(O)C1CCCN1S(=O)(=O)c1cc(Cl)ccc1Cl (configuration not stated),2,-6,4,4,-13,12,-1.8,-1,0
c1ccc(-c2nc3cc(Oc4ccc5oc(-c6ccccn6)nc5c4)ccc3o2)nc1,0,-6,5,7,-9,16,2.0,-1,0
CN(C(=O)c1cccc(N2C(=O)C3CC=CCC3C2=O)c1)C1CCCCC1 (configuration not stated),3,2,5,8,-7,18,-3.4,8,3
O=C(OCc1nc2ccccc2s1)c1cnccn1,-6,21,3,13,-6,10,-2.7,-1,-6
Cc1cccc(OCC(=O)OCC(=O)c2c(N)n(C)c(=O)n(C)c2=O)c1,-2,-7,-4,-16,-14,-3,-2.5,8,2
CC(C)OC(=O)c1nn2c(C(F)(F)F)cc(-c3ccc(Br)o3)nc2c1Br,-2,16,.,.,-24,3,-2.1,.,.
COc1ccc(OC)c(Nc2nc(-c3sc(C)nc3C)cs2)c1,2,15,-1,-8,-13,21,1.1,0,6
CCc1ccccc1NC(=O)CN(C)Cc1nc(N)nc(Nc2ccccc2C)n1,-1,4,4,2,-8,5,0.7,-10,-5
C=CCn1c(NC(=O)c2ccc(Br)o2)c(C(=O)OCC)sc1=S,-3,5,5,6,6,15,-0.3,2,0
O=C(OCC(=O)N1CCCC1)c1cccs1,0,20,12,-8,-10,7,-1.1,8,13
C/C(=N\n1nnnc1Nc1ccccc1)c1ccc(N)cc1,-4,10,1,6,9,5,0.2,0,0
Cc1ccc(-c2nc(C3CCCN(S(=O)(=O)c4ccc(C)cc4)C3)no2)cc1 (configuration not stated),-4,14,-4,2,-12,-10,1.0,8,-36
Nc1c(C(=O)NCc2ccco2)nnn1Cc1ccccc1,-4,11,6,-19,-1,-12,-1.1,6,12
CCOC(=O)C1=C(CS(=O)(=O)c2ccccc2)NC(=O)NC1c1ccccc1OCC (configuration not stated),-1,.,3,1,-10,16,-0.5,-3,-24
Cc1ccnc(NC(=O)Nc2cccc(F)c2)c1,1,.,-13,5,-20,6,-2.6,1,-55
O=C(CN1CCCC(O)C1)N1c2ccccc2Sc2ccc(C(F)(F)F)cc21 (configuration not stated),-5,4,7,26,-6,6,-0.9,2,3
COc1ccc(NC(=O)CSc2nnc(CNC(=O)c3ccco3)n2-c2ccccc2OC)cc1,-5,12,5,-1,6,3,-0.2,-2,0
CCCCCSc1nc2c(c(=O)[nH]c(=O)n2C)n1C(C)C,-2,-1,-7,7,-10,4,-0.6,-5,-21
O=C(c1ccccc1)c1cccn1CC(=O)N1CCN(c2ccccc2)CC1,-1,15,-3,-3,1,-6,-2.5,7,-1
C/C(N)=C(/C#N)C(=O)CSc1nc(C2CCCCC2)n(-c2ccccc2)n1,-5,16,5,6,-18,32,-0.6,3,9
Cc1ccc(CNC(=O)C2CC(=O)OC23CCCC3)c(C)c1 (configuration not stated),-22,5,-48,-18,-10,15,-4.2,-29,-145
COc1cccc(/C=C/c2ccncc2)c1OC,21,11,5,7,5,2,13,10,14
COc1cccc(N2CC(C(=O)OC(C)C(=O)c3ccccc3)CC2=O)c1 (configuration not stated),0,5,-1,1,4,4,-2.0,12,9
COc1ccc(OC)c(S(=O)(=O)N2CCCCC2C(=O)N2CCN(c3ccccn3)CC2)c1 (configuration not stated),.,-2,-5,7,.,.,0.1,-4,-27
O=C(CC(Sc1ccccc1)c1cccs1)c1ccco1 (configuration not stated),-3,9,2,4,-7,0,-0.6,13,8
O=C(c1ccco1)N1CCN(C(=O)c2cc(-c3ccncc3)nc3ccc(Br)cc23)CC1,-22,10,4,-5,-7,17,0.9,7,-27
CC(=O)c1c(C)[nH]c(C(=O)NCCc2cccc(C)c2)c1C,-3,1,6,-13,-12,0,-5.8,-2,1
C=CCn1c(SCc2ccc(C(=O)OC)cc2)nnc1-c1sc(N)nc1C,-3,.,1,-5,-6,17,1.1,12,-7
Cc1csc2ncc(C(=O)Nc3ccc4c(c3)OCCO4)c(=O)n12,-4,15,-7,1,-2,-11,0.1,6,-37
c1ccc(COc2ccc(CNn3cnnc3)cc2)cc1,-1,-7,-2,3,-7,19,-0.3,-4,0
Cc1nc(NC2=NCN(CCN3CCOCC3)CN2)nc2c(C)cccc12,1,14,7,7,-10,-30,-3.2,-32,10
CCN(CC)S(=O)(=O)c1ccc2c(c1)c(=O)c(C(=O)N1CCN(c3ccccc3)CC1)cn2C,3,2,1,7,-5,35,-1.1,-1,-25
CCN(CC)CCN1C(=O)c2ccccc2NC1c1cccc(F)c1 (configuration not stated),-4,-42,-7,-9,-18,-3,1.9,-11,-118
# Remaining list, next part:
SMILES,Hsp90 block,CatL inh,FXIa mix inh,FXIIa inh mix,Cdc25B inh,MKP-1 inh,5HT1a ag,Cathepsin G inh,C1s block
O=C(Nc1ccccc1F)c1cc(S(=O)(=O)N2CCCCC2)cs1,-3,.,-7,-18,-5,1,0.5,-14,-104
Cc1ccc(NC(=O)c2cc(NC(=O)c3ccco3)ccc2N2CCOCC2)cc1,-4,4,7,-1,-8,18,-1.5,-7,-5
CCOC(=O)N1CCN(C(=O)CSc2ncnc3ccccc23)CC1,-2,5,-1,1,-12,-10,-4.0,5,-8
Cc1cccc(OCc2nnc(SCC(=O)Nc3ccc(C)c(Cl)c3)o2)c1,-3,-2,2,3,-12,12,-2.8,0,3
CSc1ccc(S(=O)(=O)Nc2ccc(F)cc2)cc1,-1,17,5,1,-10,2,1.4,9,7
Cc1ccccc1-n1c(SC(C)C(N)=O)nnc1-c1cccnc1 (configuration not stated),1,0,11,2,-10,9,-0.5,14,2
COc1cc(C2C(C(=O)c3cccs3)=C(O)C(=O)N2c2cc(C)on2)ccc1O (configuration not stated),0,.,.,.,-4,-21,3.3,.,.
O=C(NC12CC3CC(CC(C3)C1)C2)N1CCCC(CO)C1 (configuration not stated),-5,3,13,1,-7,18,-1.6,-1,-11
CS(=O)(=O)N1CCN(C(=O)c2ccc(F)cc2)CC1,2,15,-6,2,-9,17,-2.1,-9,-69
N#Cc1c(-c2ccco2)cc(-c2cccnc2)nc1N,-13,-29,-14,10,7,-10,-0.1,-10,-54
O=c1ccnc(SCc2ccccc2Cl)[nH]1,-3,-12,8,-2,1,9,0.1,-2,-8
O=S(=O)(NCc1ccc2c(c1)OCO2)c1ccc2c(c1)oc1ccccc12,-5,25,13,10,1,7,-4.5,17,3
COc1ccccc1-n1cnnc1SCC(=O)N1CCN(S(=O)(=O)c2ccccc2)CC1,-2,-3,6,4,3,17,-2.2,10,15
CC(c1ccccc1)n1cc(C(=O)NCC2CCCO2)nn1 (configuration not stated),0,-4,13,-6,-14,-13,0.8,1,5
CCCN1C(=O)c2ccc(C(=O)NC3=NCCS3)cc2C1=O,-5,-9,6,11,-19,4,-1.6,7,8
CCN(CC)C(=O)CSc1nnc([C@H](Cc2c[nH]c3ccccc23)NC(=O)OC(C)(C)C)o1,-6,3,0,8,3,7,0.7,-4,-10
COC(=O)c1[nH]c2ccc(Br)cc2c1NC(=O)C(C)N1CCN(C2CCCCC2)CC1 (configuration not stated),-1,-7,3,-1,2,11,1.3,12,4
O=C(c1cccn2c(=O)c3cc(Br)ccc3nc12)N1CCN(c2ccccn2)CC1,0,-14,5,-20,-1,43,0.8,2,4
Cc1cc(C)n(C(=O)CSc2nc3ccccc3o2)n1,0,21,.,.,-2,-18,1.9,.,.
CCN1C(=O)CC(N2CCN(c3ccc(OC)cc3)CC2)C1=O (configuration not stated),2,-12,.,.,-5,-17,0.1,.,.

# Full records, quoted from the list.
# `O=c1ccnc(SCc2ccccc2Cl)[nH]1` in the list: Hsp90 block: -3; CatL inh: -12; FXIa mix inh: 8; FXIIa inh mix: -2; Cdc25B inh: 1; MKP-1 inh: 9; 5HT1a ag: 0.1; Cathepsin G inh: -2; C1s block: -8
# `CCCN1C(=O)c2ccc(C(=O)NC3=NCCS3)cc2C1=O` in the list: Hsp90 block: -5; CatL inh: -9; FXIa mix inh: 6; FXIIa inh mix: 11; Cdc25B inh: -19; MKP-1 inh: 4; 5HT1a ag: -1.6; Cathepsin G inh: 7; C1s block: 8

# (next part)
SMILES,Hsp90 block,CatL inh,FXIa mix inh,FXIIa inh mix,Cdc25B inh,MKP-1 inh,5HT1a ag,Cathepsin G inh,C1s block
Cc1nnc2c3cnn(-c4ccc(Cl)cc4)c3ncn12,.,-1,11,7,-6,9,0.5,-1,-25
Cn1ccnc1SCC(=O)Nc1cccc(C(F)(F)F)c1,3,-5,6,2,-2,7,-2.4,3,-3
COc1cccc(C(=O)N2CCN(C(=O)c3cccc4ccccc34)CC2)c1OC,1,-9,0,9,-29,7,-0.6,-15,-9
Cc1nc2ccc(NC(=O)N3CCN(c4ccccn4)CC3)cc2s1,-13,-10,0,8,-6,4,-2.9,7,-7
CC1CCCCN1C(=O)Cc1ccc(F)cc1 (configuration not stated),-12,5,7,11,3,27,-0.8,7,12
CCN(CC)c1ccc(NC(=O)c2cc3ccccc3o2)c(C)c1,-2,12,6,2,-20,14,-2.0,14,22
COc1ccc(C2=NO[C@@H]3C(=O)N(c4ccc5c(c4)OCCO5)C(=O)[C@H]23)cc1OC,68*,-2,-31,3,1,-14,-2.5,-25,-72
